Source: PubChem
TbPYK inhibitor = T. brucei pyruvate kinase inhibition | Q57TT1 | TbPYK enzyme, Kinase-Glo Plus ATP luminescence, 45 min | Potency, µM (highest dose often 76.8 µM), inactives show top-dose activity, negative = inhibition, actives largely listed as inhibitors | hit rate 0.12% among 410,000; note: nearly all actives have a fitted effect of over 50% in size
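Luminescence from Kinase-Glo Plus, added after a 45-minute room-temperature reaction, served as the end-point read-out. The enzyme and substrate were preincubated with compound before ADP (130 uM final) initiated turnover. Concentration-effect curves came from normalized qHTS data.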
HCV inh = blocks hepatitis C virus; Huh7.5.1 HCVcc-Cre infection, luciferase reporter, 44 h; Potency, µM (series often up to 41.8 µM), inactives show at the highest dose activity change, negative = inhibition, usual class: inhibitors; hit rate 3.4% among 340,000
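HCVcc-Cre virus at an moi near 0.5 was added right after compound to cells cultured 4 h from seeding (1,000 cells/well). Luciferase activity was determined 44 h later, 15 min after substrate addition at RT.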
Pf growth 96h = P. falciparum growth inhibition at 96 hour, primary screen for plastid delayed-death inhibitors; P. falciparum luciferase reporter growth, 96 h; Potency, µM (highest dose often 28.7 µM), without a hit: at the top dose activity change, negative = inhibition, usual class: inhibitors; hit rate 6.9% among 320,000
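Delayed-death screen, second-generation endpoint: infected erythrocytes, 2% hematocrit, 0.05% parasitemia final; 96 hours at 37 C, 5% CO2; luciferase detection reagent; luminescence decrease equals reduced growth.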
LmPK inhibitor = LmPK (Leishmania mexicana) enzyme inhibition. Q27686. purified LmPK, Kinase-Glo ATP luminescence, 1 h. Potency, µM (series often up to 57.5 µM), for the others: at the highest dose activity change, negative = inhibition, actives largely listed as inhibitors. hit rate 0.37% among 290,000. AID 1721
Target sequence (Q27686 whole entry, looked up): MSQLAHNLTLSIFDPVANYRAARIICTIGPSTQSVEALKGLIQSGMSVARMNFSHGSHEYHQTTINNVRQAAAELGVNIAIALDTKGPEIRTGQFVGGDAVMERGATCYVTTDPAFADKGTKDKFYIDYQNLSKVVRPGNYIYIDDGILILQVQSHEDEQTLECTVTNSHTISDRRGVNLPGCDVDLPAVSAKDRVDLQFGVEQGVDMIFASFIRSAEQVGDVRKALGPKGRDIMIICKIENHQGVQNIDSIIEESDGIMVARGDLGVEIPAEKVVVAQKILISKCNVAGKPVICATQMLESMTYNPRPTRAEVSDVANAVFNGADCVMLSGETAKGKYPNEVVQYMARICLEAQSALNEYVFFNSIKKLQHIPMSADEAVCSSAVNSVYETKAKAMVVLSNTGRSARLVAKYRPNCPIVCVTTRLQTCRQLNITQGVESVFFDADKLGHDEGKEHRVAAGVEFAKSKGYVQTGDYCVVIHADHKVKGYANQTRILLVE
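Purified LmPK (0.1 nM) converted ADP (0.1 mM) to ATP with PEP (0.5 mM) in imidazole buffer pH 7.2 with KCl and MgCl2, 1 h at room temperature. ATP was read by Kinase-Glo luminescence; data normalized to uninhibited and no-enzyme controls.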
Sm TGR block = S. mansoni TGR enzyme inhibition. Q962Y6. purified TGR, DTNB reduction, TNB absorbance 405 nm. Potency, µM (titrated, usually from 114 µM), for inactives: at the top dose activity change, negative = inhibition, actives largely listed as inhibitors. hit rate 3% among 360,000. AID 485364; note: nearly all actives have a fitted effect of over 60% in size
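First, TGR (20 nM dispensed) and NADPH were mixed with compound. Second, a 15 min room-temperature incubation followed. Third, further NADPH and then DTNB were added to start the reaction. Finally, TNB absorbance was monitored kinetically.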
Pf growth 48h = P. falciparum growth inhibition at 48 hours (one generation); P. falciparum luciferase growth in erythrocytes, 48 h; Potency, µM (titrated, usually from 28.7 µM), without a hit: top-dose activity change, negative = inhibition, actives largely listed as inhibitors; hit rate 5.9% among 310,000; AID 504832
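Luminescence readout; reporter = integrated firefly luciferase in P. falciparum. RBC culture at 2% hematocrit, 0.1% parasitemia final, 37 C/5% CO2; decreased signal taken as growth inhibition.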
The depositor's hits bear a star; i = inactive; ? = inconclusive; / = not tested or not shown; & = joins results of further samples; [ ] = another dose, or the depositor's remark. Calls come from the whole dose curve; as a rule, active = well fitted curve in the direction sought with a large enough effect; inconclusive = small, poorly fitted or top-dose-only effect, or another doubt; inactive = no such curve, though single readings can be large; an effect the other way counts as inactive or inconclusive. % is set by controls: 0 for no effect and ±100 for the full control effect; potency is the fitted concentration of half-maximal effect.

SMILES | TbPYK inhibitor | HCV inh | Pf growth 96h | LmPK inhibitor | Sm TGR block | Pf growth 48h
CCOC(=O)c1ccc(N2C(=O)[C@@H](c3ccccc3)[C@H]2c2ccccc2)cc1 | -4.3% | -6.5% | ? | / | 2.1% | 10.4µM*
COc1cccc(/C=N/n2c(N)nc3ccccc32)c1OC | 12.6% | -6.4% | / | -0.5% | 7.4% | ?
CS(=O)(=O)c1ccc(NCCc2ccc(S(N)(=O)=O)cc2)c([N+](=O)[O-])c1 | 2.9% | 2.5% | -2.6% | 1.0% | 1.8% | -16.0%
Cc1ccc(CN2CCN(CC(=O)N3CCC4(CC3)OCCO4)C2=O)cc1 | 1.2% | -2.7% | 3.7µM* | 4.2% | 0.0% | /
O=[N+]([O-])c1ccc(Nc2ccc3ccccc3c2)nc1 | -13.9% | -25.5% | ? | 9.3% | -0.1% | -93.4%
Cc1cc(-n2c(C)cc(C(=O)CSc3ncnc4ccccc34)c2C)no1 | -6.4% | 2.82µM* | ? | 5.8% | 0.1% | 11.8%
COc1cc(NC(=O)N[C@H](C(=O)O)C(C)C)cc(OC)c1 | 25.9% | 23.3% | ? | 7.3% | 3.6% | 8.2%
CCOc1ccc(CC(=NCCO)C2=C(O)CC(C)(C)CC2=O)cc1OCC | 6.8% | 22.3% | -1.4% | 0.8% | ? | 34.5%[activator]
N#Cc1ccc(NC(=O)c2sc3cc(C(F)(F)F)cnc3c2-c2cccs2)cc1 | 2.5% | -2.6% | ? | 13.9% | -2.8% | /
N#Cc1c(NC(=O)c2ccccc2)sc2c1CCCCC2 | -2.1% | ? | ? | -8.3% | -3.8% | 458.2%[activator]
CN1C(=O)/C(=C/c2ccc(O)c([N+](=O)[O-])c2)N(C)C1=S | -0.6% | 14.5% | 0.5% | -20.6% | / | 4.0%
Cc1ccc2nc(CSc3nnc(-c4ccncc4)n3C)cc(=O)n2c1 | -3.4% | 8.5% | -28.4% | 0.4% | -3.3% | -4.0%
CCOC(=O)Cc1cc(=O)n2[nH]c(C)c(-c3ccc(Cl)cc3)c2n1 | -1.2% | ? | ? | -1.2% | 2.6% | ?
CCC1CCCCN1C(=O)CSc1nnc(CNC(=O)COc2ccc(Cl)cc2)o1 (centres undefined) | -5.2% | -9.4% | 10.0% | 6.6% | -13.9% | /
CCOC(=O)Cn1c(=O)c2c(nc(Br)n2Cc2ccccc2)n(C)c1=O | / | / | / | 0.1% | -8.5% | -15.3%
Brc1c(CSc2nc3ccccc3s2)nc2ncccn12 | 1.2% | -5.6% | 3.29µM* | -2.8% | -10.8% | 3.4%
CC1=C(C(=O)Nc2ccccc2C)C2(CCCC2)C(C(N)=O)C(=O)N1 (centres undefined) | -38.3% | 5.6% | / | -12.4% | 8.0% | 14.1%
COc1ccc(NC(=O)CCSc2ccc(C)cc2)cc1 | -6.2% | 2.8% | ? | -1.4% | 8.3% | 1.9%
Cn1c(=O)c2c(nc(SCCN3CCOCC3)n2Cc2cccc3ccccc23)n(C)c1=O | -21.1% | -17.8% | ? | 2.1% | -1.0% | ?
CN1CCN(C(=O)c2cc(S(=O)(=O)Nc3ccccc3F)c(Cl)cc2Cl)CC1 | -0.4% | 14.0% | -16.7% | -6.8% | -5.7% | -6.5%
C=CCn1c(=NC(=O)CN2C(=O)CCC2=O)sc2cccc(OC)c21 | 1.6% | 6.6% | 3.7% | -0.3% | 4.0% | -7.2%
COc1ccc(OCC(=O)Nc2ccccc2N2CCCCC2)cc1 | -2.6% | ? | -22.0% | -4.8% | -0.7% | ?
O=C(CCCn1c(=S)[nH]c2cc3c(cc2c1=O)OCO3)N1CCc2ccccc2C1 | -12.3% | -28.6% | 1.2% | 1.9% | 13.5% | -12.2%
Cc1ccsc1C(=O)OCC(=O)NCCC1=CCCCC1 | -25.3% | ? | i | -1.1% | -5.7% | 28.3%
COc1ccc(NS(=O)(=O)c2cccc(C(=O)N3CCN(Cc4ccc5c(c4)OCO5)CC3)c2)cc1 | 5.8% | ? | ? | / | -3.7% | ?

(listing goes on)
SMILES | TbPYK inhibitor | HCV inh | Pf growth 96h | LmPK inhibitor | Sm TGR block | Pf growth 48h
COc1ccc(C(=O)NC2CC3CCCC(C2)N3Cc2ccccc2)c(OC)c1 (centres undefined) | 1.8% | -17.0% | ? | 2.7% | -4.0% | -6.6%
Nc1nc(-c2nonc2N)no1 | -15.1% | 12.3% | 20.6% | 0.5% | -10.5% | 16.5%
CC(C)(O)C#Cc1ccc(C(=O)N2CCN(c3ccc(Cl)cc3)CC2)cc1 | 1.1% | 5.9% | 6.57µM* | 11.1% | -22.8% | 8.6%
CC(=O)c1ccc(N2CCN(S(=O)(=O)c3ccc(-c4cc(C)no4)s3)CC2)cc1 | -14.0% | 11.4% | ? | -1.5% | -9.9%&11.8% | ?
COC(=O)c1c([N+](=O)[O-])c(OC)c(OC)c(OC)c1[N+](=O)[O-] | 2.7% | -13.0% | -12.0% | 0.4% | -35.6% | 23.8%
CCOCCCNC(=O)/C(C#N)=C/c1ccc(Cl)c([N+](=O)[O-])c1 | 6.0% | ? | 9.0% | -2.3% | ? | -9.9%
CC(=O)N1CCc2cc(S(=O)(=O)NCC(=O)NCc3ccc(Cl)cc3)ccc21 | 0.0% | 3.7% | 19.8% | -1.8% | 2.9% | ?
Cc1ccc(CNC(=O)CC(C)S(=O)(=O)c2ccc3c(c2)NC(=O)CS3)o1 (centres undefined) | -12.3% | 10.2% | ? | 1.8% | 14.1µM* | 16.0%
O=C(CCN1C(=O)C2C3C=CC(C3)C2C1=O)N1CC(=O)N(CCc2ccccc2)C(=O)C1 (centres undefined) | -5.6% | 25.7% | ? | -11.8% | -5.2% | 4.5%
O=C(CSc1ncn[nH]1)Nc1ccc(Cl)c(S(=O)(=O)N2CCOCC2)c1 | -1.4% | -12.3% | -32.9% | 2.3%[11.5 µM] | -8.3% | ?
CCCCC(CC)CNC(=O)C(=O)c1ccccc1NC(C)=O (centres undefined) | -1.1% | 20.6% | ? | 0.2% | -17.3% | ?
CCC(c1nnc(SCC(=O)Nc2ccc(C(=O)N(C)C)cc2)n1Cc1ccccc1)N(C)C (centres undefined) | 2.9% | / | 9.6% | 0.4% | -23.3% | 61.9%[activator]
Cc1csc(SCC(=O)Nc2ccc3c(c2)OCCO3)n1 | -4.0% | 2.8% | 11.4% | -1.5% | 0.9% | 49.2%[activator]
COc1cc2c(cc1OC)C(C)N(C(=O)c1cc3c(=O)oc4ccc(C)cc4c3s1)CC2 (centres undefined) | 2.6% | 3.3% | ? | -0.6% | -5.7% | 9.9%
O=C1C=C(c2ccc3c(c2)OCO3)C[C@@H](c2ccc(Cl)cc2)C1 | -1.9% | 3.4% | 44.8%[activator] | / | -6.9% | 56.7%[activator]
COC(=O)c1c(C)oc(C)c1S(=O)(=O)Nc1ccccc1 | -0.8% | 11.9% | -4.6% | 5.7% | -4.9% | ?
O=C(NCc1ccc2c(c1)OCO2)C(=O)Nc1ccccc1 | -2.6% | 12.0% | 4.0% | -3.1% | 9.9% | 103.8%[activator]
COc1ccc(OC)c(S(=O)(=O)N2c3cc(F)ccc3CCC2C)c1 (centres undefined) | -0.4% | 21.8% | ? | 5.8% | -1.1% | ?
COc1cccc(/C=N/N2C(=O)C3C4c5ccccc5C(c5ccccc54)C3C2=O)c1OC (centres undefined) | / | / | 64.6%[activator] | 3.0% | -1.7% | -4.3%
COc1ccccc1C(=O)C1CCCN(C(=O)c2cccnc2SC)C1 (centres undefined) | -9.5% | 4.3% | 67.5%[activator] | -10.3% | -1.4% | 5.22µM*
CCC(C)NC(=O)c1cccc(C)c1 (centres undefined) | 1.6% | -1.9% | 17.1% | 8.0% | -0.5% | 4.7%
Cc1cccc(C(=O)NCC(=O)OCC(=O)N(C)CC(=O)Nc2ccccc2Cl)c1 | -6.6% | 3.9% | -24.1% | / | 5.3% | -14.3%
Cc1ccc(Nc2nc(-c3ccccc3)cs2)nc1 | 0.8% | ? | 78.1%[activator] | -4.8% | 4.3% | 138.1%[activator]
COc1ccc(S(=O)(=O)N2CCC(C(=O)NCCN3CCOCC3)CC2)cc1 | 4.5% | -6.7% | 20.7% | 0.0% | 0.7% | 16.3%
Cc1ccc(S(=O)(=O)NNC(=O)Nc2ccc(Cl)c(Cl)c2)cc1 | -9.8% | -2.7% | 9.4% | 1.2% | / | 4.9%

(further entries)
SMILES | TbPYK inhibitor | HCV inh | Pf growth 96h | LmPK inhibitor | Sm TGR block | Pf growth 48h
Cc1cccc(C)c1OCC(=O)N/N=C/c1cccn1C | 2.6% | ? | ? | 0.9% | -33.0% | -14.1%
Cc1cccc(C(=O)NC2CCN(S(=O)(=O)c3ccccc3)CC2)c1 | -0.6% | 14.8% | -1.1% | -6.8% | -4.1%[57.1 µM] | -1.5%
O=C(NC1CC1)C1=C[C@@H](C2CC2)C[C@@H](OCc2ccc(CO)cc2)O1 | -0.3% | -8.1% | 36.8%[activator] | -1.3% | 15.4% | 45.1%[activator]
CCNC(=S)N1CCn2c(nc3ccccc32)C1 | 1.8% | -1.4% | -16.9% | -6.4% | -16.4% | 4.6%
Cc1ccc(C)c(-c2csc(N/N=C/c3ccco3)n2)c1 | -7.0% | 12.6µM* | 21.8% | -7.7% | -19.8% | ?
N#CC1(c2nc3ccccc3[nH]2)CC1c1ccc2c(c1)OCO2 (centres undefined) | -5.6% | ? | / | 1.0% | 4.2% | -20.3%
COc1cc2c(C(=O)NCc3ccc(C)o3)cn(CC(C)C)c(=O)c2cc1OC | -9.7% | ? | ? | 2.6% | 10µM* | ?
COc1cc(OC)c(OC)cc1CN1CCN(C(=O)Cc2ccccc2)CC1 | 11.5% | 8.6% | 1.2% | 1.6% | -22.0% | -4.3%
Cc1cc(C)c2nc(N3CCCC(C(=O)NCCCN4CCOCC4)C3)sc2c1 (centres undefined) | -4.5% | ? | / | -0.5% | 3.7% | 7.4%
COC(=O)CCc1nc2cc(Cl)ccc2n(Cc2ccccc2)c1=O | 5.7% | ? | -16.6% | 0.9% | 1.7% | -25.0%

Nine entries from above, with two lines to a compound:
Value order – TbPYK inhibitor | HCV inh | Pf growth 96h | LmPK inhibitor | Sm TGR block | Pf growth 48h
Cc1ccc(S(=O)(=O)NNC(=O)Nc2ccc(Cl)c(Cl)c2)cc1
    -9.8% | -2.7% | 9.4% | 1.2% | / | 4.9%
Cc1cccc(C)c1OCC(=O)N/N=C/c1cccn1C
    2.6% | ? | ? | 0.9% | -33.0% | -14.1%
Cc1cccc(C(=O)NC2CCN(S(=O)(=O)c3ccccc3)CC2)c1
    -0.6% | 14.8% | -1.1% | -6.8% | -4.1%[57.1 µM] | -1.5%
O=C(NC1CC1)C1=C[C@@H](C2CC2)C[C@@H](OCc2ccc(CO)cc2)O1
    -0.3% | -8.1% | 36.8%[activator] | -1.3% | 15.4% | 45.1%[activator]
CCNC(=S)N1CCn2c(nc3ccccc32)C1
    1.8% | -1.4% | -16.9% | -6.4% | -16.4% | 4.6%
Cc1ccc(C)c(-c2csc(N/N=C/c3ccco3)n2)c1
    -7.0% | 12.6µM* | 21.8% | -7.7% | -19.8% | ?
N#CC1(c2nc3ccccc3[nH]2)CC1c1ccc2c(c1)OCO2 (centres undefined)
    -5.6% | ? | / | 1.0% | 4.2% | -20.3%
COc1cc2c(C(=O)NCc3ccc(C)o3)cn(CC(C)C)c(=O)c2cc1OC
    -9.7% | ? | ? | 2.6% | 10µM* | ?
COc1cc(OC)c(OC)cc1CN1CCN(C(=O)Cc2ccccc2)CC1
    11.5% | 8.6% | 1.2% | 1.6% | -22.0% | -4.3%
